Bioassay records (PubChem)
OXTR agonist: human OXTR agonism; CHO-OTR cells, Fluo-8 calcium fluorescence; normalized: DMSO 0%, oxytocin 100%; 320,000 tested, 0.32% active; P30559; activation, % at 3 µM;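 active means activation above the mean of all tested compounds plus 3 SD, cutoff set per screening run, cut at about 20% in these data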;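 further: peak over basal fluorescence ratio from a 100 s FLIPR kinetic read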
Target sequence (P30559 whole entry, looked up): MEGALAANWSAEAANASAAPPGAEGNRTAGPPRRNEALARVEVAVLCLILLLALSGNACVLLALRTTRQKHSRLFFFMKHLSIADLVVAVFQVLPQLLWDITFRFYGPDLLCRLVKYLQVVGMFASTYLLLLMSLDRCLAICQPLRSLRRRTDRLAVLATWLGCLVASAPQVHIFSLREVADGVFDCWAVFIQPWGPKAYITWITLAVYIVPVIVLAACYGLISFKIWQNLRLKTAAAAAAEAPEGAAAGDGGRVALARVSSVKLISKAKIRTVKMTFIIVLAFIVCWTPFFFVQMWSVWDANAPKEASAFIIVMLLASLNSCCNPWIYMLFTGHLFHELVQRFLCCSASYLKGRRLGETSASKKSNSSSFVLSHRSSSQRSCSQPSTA
TAAR1 agonist: human TAAR1 agonism | activation, % at 3 µM | AID 624467 | CHO RD-HGA16 TAAR1, Fluo-8 calcium fluorescence; vehicle wells 0%, saturating PEA agonist 100% | Q96RJ0 | 360,000 tested, 0.99% active;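 active means activation above the mean activation of all test compounds in the run plus 3 SD, cut at about 38% in these data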
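Test system: RD-HGA16 (CHO) cells co-expressing Gα16 and hTAAR1; dosing: one-point dosing at 3 µM (nominal); timing: 17-24 h seeding, 75 min 37 °C dye, 30 min RT; signal: kinetic Fluo-8 calcium fluorescence; read-out basis: % activation relative to PEA EC100 response; controls: DMSO and PEA EC100; replicates: n 1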
TAAR1 antag: antagonists of human TAAR1; Q96RJ0; CHO RD-HGA16 TAAR1, Fluo-8 calcium fluorescence, antagonist; inhibition, % at 3 µM; 360,000 tested, 1.5% active; AID 624466;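 active means inhibition above a per-plate cutoff, the mean inhibition of test compounds on that plate plus 3 SD, cut at about 49% in these data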;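 further: 0% = DMSO plus EC80 beta-PEA response and 100% = DMSO alone without agonist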
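Test system: CHO RD-HGA16 cells bearing hTAAR1 | Reagent: β-PEA, EC80 | Compound dosing: 3 µM, single point | Schedule: Dye loading 75 min at 37 °C, then 30 min room temperature | Signal: Calcium fluorescence with Fluo-8 | Evaluation: Percent inhibition of PEA-evoked calcium signal, max/basal emission ratio | Control set: DMSO-only wells and EC80 β-PEA-stimulated wells | Repeats: Singlicate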
M1 PAM: positive allosteric modulators of human M1 muscarinic receptor | P11229 | CHO-K1 hM1, Fluo-8 calcium fluorescence, ACh EC20; 0% = ACh EC20, 100% = maximal ACh | activation, % at 3 µM | 360,000 tested, 0.088% active | AID 588819; in the data active means activation above about 19%, passing the limit was not always enough
OXTR potentiate: potentiates the human oxytocin receptor response; AID 2445; P30559; 320,000 tested, 0.061% active; activation, % at 3 µM; CHO-OTR cells, Fluo-8 calcium fluorescence, potentiator mode; 0% = oxytocin EC15, 100% = EC100;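 active means activation above that plate's cutoff, the mean activation of tested compounds plus 3 SD, cut at about 6.6% in these data, passing the limit was not always enough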;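 further: 100% uses oxytocin at 75 nM as the full agonist control; some results filed as inactive read as strong as hits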
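Dosing: Single dose, 3.0 µM nominal final compound concentration | Material: Human OTR in CHO cells | Technique: Kinetic Fluo-8 calcium fluorescence | Benchmarks: EC15 oxytocin alone as 0%, 75 nM oxytocin as 100% | Probe or stimulus: Oxytocin at about EC15, sub-maximal agonist stimulus | Incubation: Compound 6 min at room temperature before oxytocin, 100 s read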
CHRM1 agonist: human M1 muscarinic receptor agonism | P11229 | CHO-K1 hM1, Fluo-8 calcium fluorescence, agonist mode; 0% DMSO, 100% acetylcholine EC100 | activation, % at 3 µM | 360,000 tested, 0.33% active | AID 588814;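 active means activation above the run's mean compound activation plus 3 SD, cut at about 16% in these data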;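 further: peak over basal fluorescence ratio within a 140 s kinetic read after compound addition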
CHRM1 antagonist: blocks human M1 muscarinic receptor. P11229. inhibition, % at 3 µM. CHO-K1 hM1, Fluo-8 calcium fluorescence, ACh EC80 antagonist. 360,000 tested, 1.3% active;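 active means percent inhibition above its own plate's cutoff, namely the mean of that plate's compound wells plus 3 SD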;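 further: peak over basal fluorescence ratio during 140 s after agonist addition; 0% = ACh EC80 plus DMSO and 100% = DMSO alone without agonist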
V1aR counter: activates human V1a receptor in oxytocin agonist counter-screen; 320,000 tested, 0.25% active; AID 2797; CHO-V1R cells, Fluo-8 calcium fluorescence, agonist mode; 0% DMSO, 100% 3 nM vasopressin; activation, % at 3 µM; P37288;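 active means activation above the mean activation of all tested compounds plus 3 SD, per screening run, cut at about 20% in these data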;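 further: signal is peak over basal fluorescence ratio across a 100 second FLIPR read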
Target sequence (P37288 whole entry, looked up): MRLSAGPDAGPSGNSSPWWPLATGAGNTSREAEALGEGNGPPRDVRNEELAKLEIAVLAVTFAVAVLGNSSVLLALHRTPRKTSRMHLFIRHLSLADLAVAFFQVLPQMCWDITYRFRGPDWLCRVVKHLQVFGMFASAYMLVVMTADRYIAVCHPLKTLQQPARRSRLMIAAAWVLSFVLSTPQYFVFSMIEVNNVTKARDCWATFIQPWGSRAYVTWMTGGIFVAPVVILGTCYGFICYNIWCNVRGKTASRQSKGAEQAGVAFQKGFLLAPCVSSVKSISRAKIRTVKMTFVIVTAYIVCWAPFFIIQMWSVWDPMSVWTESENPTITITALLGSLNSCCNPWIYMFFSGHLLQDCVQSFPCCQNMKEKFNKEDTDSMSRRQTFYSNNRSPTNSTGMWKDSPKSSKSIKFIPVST
CHO parental Ca: signal in parental CHO cells, OX1R antagonist counter-screen; parental CHO-K1, ATP-induced calcium, Fluo-8 fluorescence; inhibition, % at 5.6 µM; 330,000 tested, 0.63% active; AID 463079;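 active means inhibition above that plate's mean sample inhibition plus 3 SD, cut at about 26% in these data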;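 further: 0% = ATP-challenged DMSO wells and 100% = DMSO wells without ATP; some compounds past the cut are filed as inactive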
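Assay system – parental CHO cells · Reagent – ATP stimulus · Detection – intracellular calcium via Fluo-8 no-wash fluorescent dye · Evaluation – percent inhibition of ATP-evoked calcium rise, normalized to controls · Controls – ATP wells versus no-ATP DMSO wells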
Numbers without * were called inactive; · = not tested or not shown.

The first 6 entries, to show the layout:
SMILES,OXTR agonist,TAAR1 agonist,TAAR1 antag,M1 PAM,OXTR potentiate,CHRM1 agonist,CHRM1 antagonist,V1aR counter,CHO parental Ca
Cc1sccc1C1C(C#N)=C(N)SC(N)=C1C#N,9.3,·,·,·,-7,·,·,8.2,10
CCOc1cc(NC2CS(=O)(=O)CC2O)c(OCC)cc1NC(=O)c1ccccc1 (stereo not drawn),0.7,1,2,-4,-4,-3,-2,0.4,-5
CCOC(=O)c1c(-c2ccc(C)o2)csc1NC(=O)CSc1nncs1,-0.2,4,2,-4,-2,-6,5,0.9,-5
CCCCN1C(=O)/C(=C/C=C2/C=Cc3ccccc3N2CC)SC1=S,0.4,2,-8,11,-8,-15,-8,-0.5,-1
CC1=C(C(=O)NCc2ccccc2)C(c2cccnc2)n2ncnc2N1 (stereo not drawn),-0.2,-2,-6,8,-12,-2,-14,-0.8,-20
O=C(Nc1ccc(C(=O)N2CCN(c3ccccc3)CC2)cc1)C1=CSCCO1,3.6,4,-3,6,-6,-1,-10,4.8,-13

This part in full, repeating the preview:
SMILES,OXTR agonist,TAAR1 agonist,TAAR1 antag,M1 PAM,OXTR potentiate,CHRM1 agonist,CHRM1 antagonist,V1aR counter,CHO parental Ca
Cc1sccc1C1C(C#N)=C(N)SC(N)=C1C#N,9.3,·,·,·,-7,·,·,8.2,10
CCOc1cc(NC2CS(=O)(=O)CC2O)c(OCC)cc1NC(=O)c1ccccc1 (stereo not drawn),0.7,1,2,-4,-4,-3,-2,0.4,-5
CCOC(=O)c1c(-c2ccc(C)o2)csc1NC(=O)CSc1nncs1,-0.2,4,2,-4,-2,-6,5,0.9,-5
CCCCN1C(=O)/C(=C/C=C2/C=Cc3ccccc3N2CC)SC1=S,0.4,2,-8,11,-8,-15,-8,-0.5,-1
CC1=C(C(=O)NCc2ccccc2)C(c2cccnc2)n2ncnc2N1 (stereo not drawn),-0.2,-2,-6,8,-12,-2,-14,-0.8,-20
O=C(Nc1ccc(C(=O)N2CCN(c3ccccc3)CC2)cc1)C1=CSCCO1,3.6,4,-3,6,-6,-1,-10,4.8,-13
O=C(NNC(=S)Nc1ccccc1)c1ccncc1,1.2,5,11,7,-17,-3,-9,0.5,1
Cn1c(SCC(=O)N2CCOCC2)nc2cccnc21,0.1,14,-9,9,-4,-3,-20,2.2,-2
CCc1ccc(N=C2NC(=O)CS2)cc1,-1.1,-2,-3,6,4,-1,-11,-0.5,-2
CC[C@H](C)[C@H]1CNC(=S)N1CC1CCN(CCC23CC4CC(CC(C4)C2)C3)CC1,·,4,-24,-31,·,-11,90*,·,·
CCn1c(=O)n(CC)c2cc(N3CCCC3)c(NC(=O)c3cc(Cl)ccc3OC)cc21,-2.5,-3,4,5,-19,-1,5,-0.4,-8
COC(=O)CCCCCN1C(=O)/C(=C\c2ccncc2)SC1=S,4.0,11,6,-3,-16,4,0,8.7,-7
CSC1=NCCN1C(=O)COc1ccccc1,1.1,1,2,12,-1,1,-15,1.1,-13
COc1ccc(CCN/C=C2/CC(=O)NC2=O)cc1OC,-0.7,23,-1,4,-19,-2,-23,0.3,-8
O=C(Nc1ccc(OCC(=O)N2CCOCC2)cc1)c1ccccc1F,0.9,0,0,6,1,-5,-5,0.1,-2
CCCOc1ccc(N2C(=O)CC(N3CCN(c4ccccc4F)CC3)C2=O)cc1 (stereo not drawn),0.6,-5,-29,0,-7,-5,-8,0.4,-9
O=C(NCc1ccco1)c1ccc(S(=O)(=O)N2CCCCC2)cc1,0.2,0,4,5,-6,-2,-8,-0.5,-2
O=C(NCc1ccc2c(c1)OCO2)c1cccc(N2CCCC2=O)c1,0.2,4,5,2,-10,-2,-7,2.0,-4
CCOc1ccc(OCC(=O)Nc2cc3c(cc2C(=O)O)OCCCO3)cc1,-0.7,-1,4,13,-8,-2,-10,-0.6,0
CN=C(c1ccc(C)cc1)n1c(=S)nc(-c2ccc(C)cc2)n(C)c1=S,-2.7,1,-8,9,-5,-10,2,-1.1,-2
CCN(CC)C(=O)C1=C(C)N(CCC2=CCCCC2)C(=O)C(CC(=O)NC(c2ccccc2)c2ccccc2)C1 (stereo not drawn),·,0,6,10,·,-7,-12,·,·
Cc1ccc(SCC(=O)Nc2ccc3c(c2)C(=O)N(C)C3=O)cc1,-1.8,2,-10,-4,-17,-2,8,0.8,-1
N#Cc1cc(S(=O)(=O)c2ccccc2)c(N)[nH]c1=O,1.6,2,-19,9,-7,-3,-12,1.0,-9
CCOC(=O)c1c(N)sc(C(=O)N2CCOCC2)c1C,-0.5,4,-16,0,-2,-4,1,0.2,-2
O=C(NCC1COc2ccccc2O1)c1ccc(Cl)c(S(=O)(=O)N2CCOCC2)c1 (stereo not drawn),5.9,7,8,3,-7,-2,-2,7.4,-27
CC(C)N(Cc1cn(C)nc1-c1cccc(Cl)c1)CC1CCC(=O)N1 (stereo not drawn),0.4,2,5,13,-4,-2,-18,0.0,-1
CCc1sc(NC(C)=O)nc1-c1ccccc1,-2.4,10,-15,11,-7,-10,-4,-1.4,-9
O=C1NC(=O)C(c2ccc(Cl)cc2)N1 (stereo not drawn),0.4,6,-16,2,-6,-2,2,1.3,6
Cc1ccc(C(=O)Nc2nc3ccc(S(C)(=O)=O)cc3s2)s1,-0.8,9,12,5,1,-5,-3,0.2,-13
O=C(Cn1c(SCC(=O)N2CCc3ccccc3C2)nc2ccccc21)NC1CCCC1,-1.5,8,6,0,-12,-6,0,-1.0,-21
COCC1CCN(Cc2cn(C)nc2-c2cccc(Cl)c2)C1 (stereo not drawn),-0.3,4,15,-6,-6,-8,4,0.0,-3
O=C(CN1CCN(Cc2ccccc2)CC1)N/N=C/c1c[nH]c2ccccc12,2.5,-2,11,6,4,-7,-4,-0.5,-5
COc1cccc(/C=C/C(=O)OC(C)C(=O)Nc2c(C)n(C)n(-c3ccccc3)c2=O)c1 (stereo not drawn),-1.2,3,-16,2,2,-4,5,0.9,-4
COc1cc(/C=C/C(=O)N(C)CC(=O)Nc2ccccc2Br)cc2c1OCCO2,-0.9,5,-13,5,4,-3,-6,-0.1,-14
CCOc1ccc(S(=O)(=O)Nc2cccc(C(=O)NCCCN3CCCC3=O)c2)cc1,0.9,-2,14,-1,2,-5,-1,-0.6,-20
Cc1ccc(-c2nc3ccc(Cl)cn3c2Cc2cccc(F)c2)cc1,·,-2,-27,5,·,-3,-37,·,·
COc1ccc2c(c1OC)C(=O)OC2n1c(O)c(N=NC(C)=O)c2ccccc21 (stereo not drawn),1.5,-3,6,4,14,-2,-4,0.0,-16
Cc1nc2c(C(=O)N3CCOCC3)cnn2c(C)c1Cc1ccc(Cl)cc1,2.5,6,-7,6,-2,1,-5,1.5,-15
Cc1ccc(C(=O)NNC(=O)c2ccoc2C)s1,·,2,-2,8,·,-1,-10,·,·
C=CCN(c1ccccc1)S(=O)(=O)c1cc2c(cc1C)NC(=O)CO2,-2.4,2,10,-3,-23,-9,-8,-1.2,-12

Next part.
Every second line gives: OXTR agonist | TAAR1 agonist | TAAR1 antag | M1 PAM | OXTR potentiate | CHRM1 agonist | CHRM1 antagonist | V1aR counter | CHO parental Ca
Cn1c(-c2ccsc2)c(-c2cccs2)c2cc(-c3ccc4cc[nH]c4c3)ccc21
    -0.6 | 17 | 8 | 0 | -3 | -1 | 0 | -1.4 | -8
COc1cc(C2C(C#N)=C(N)N(c3sc4c(c3C#N)CCCC4)C3=C2C(=O)CC(C)(C)C3)cc(OC)c1OC (stereo not drawn)
    -1.0 | · | · | 10 | -7 | -2 | -13 | 0.6 | -11
COc1ccc(OCC2CCNCC2)cc1
    -0.4 | 15 | 6 | 9 | -4 | -5 | -4 | 0.6 | 2
Cc1[nH]c2ccc(C(=O)N3CCN(c4ccccc4Cl)CC3)cc2c1C
    1.1 | 2 | -4 | 0 | -7 | -3 | -2 | 3.0 | -13
C/C(=N\NC(=O)c1cccc([N+](=O)[O-])c1)c1ccncc1
    -0.6 | 6 | 10 | 5 | -6 | -3 | 2 | 0.0 | 1
CSc1sc(-c2ccnc(SCC(=O)C(C)(C)C)n2)c2c1C(=O)CC(C)(C)C2
    -0.8 | 0 | -15 | 9 | -3 | -4 | -15 | 0.8 | -29
